All columns: NCI-60 one-dose screen, growth in % after 48 h at 10 µM unless noted; 100 = growth as untreated, 0 = no growth, -100 = all killed.
HL-60(TB): HL-60(TB) leukemia cells; hit rate 9% among 78,000; active means growth percent below 10
Numbers without * were called inactive; & = joins results of further samples; ! = not confirmed by another sample; [ ] = remark or other dose. A portion of the library; the hit share may differ from the screen's.

Sample of the layout:
Structure | HL-60(TB)
O=C(O)CCCCCCCC(=O)O | 107.3
COc1ccc(C2NC(=O)NC(C)=C2C(=O)Nc2ccc(S(N)(=O)=O)cc2)cc1O (centres undefined) | 95.3
O=C(Nc1ccc(Oc2ccc(Br)cc2)cc1)c1ccc2nc(NC(=O)c3ccc(NCCc4ccccc4)c([N+](=O)[O-])c3)sc2c1 | 102.0
CO[C@@H](C(=O)N1Cc2[nH]nc(NC(=O)c3ccc(N4CCN(C)CC4)cc3)c2C1)c1ccccc1 | 16.8

The listing, from the first entry:
Structure | HL-60(TB)
O=C(O)CCCCCCCC(=O)O | 107.3
COc1ccc(C2NC(=O)NC(C)=C2C(=O)Nc2ccc(S(N)(=O)=O)cc2)cc1O (centres undefined) | 95.3
O=C(Nc1ccc(Oc2ccc(Br)cc2)cc1)c1ccc2nc(NC(=O)c3ccc(NCCc4ccccc4)c([N+](=O)[O-])c3)sc2c1 | 102.0
CO[C@@H](C(=O)N1Cc2[nH]nc(NC(=O)c3ccc(N4CCN(C)CC4)cc3)c2C1)c1ccccc1 | 16.8
CC(=O)c1cnc2ccc(-c3cc(Cl)c(O)c(Cl)c3)nc2c1NC1CCC(CN(C)C)CC1 (centres undefined) | -14.8*[2.5 µM]
Cc1[nH]c(/C=C2\C(=O)Nc3ccccc32)c(C)c1CCC(=O)O | 87.8
CN1CCN(c2c(F)cc3c(=O)c(C(=O)O)cn4c3c2SCC4)CC1 | 92.1
CN1CCC(=C2c3ccccc3CC(=O)c3sccc32)CC1 | 105.2
COc1ccc2c(c1)\C(=N/N=C/C=C/c1ccccc1)C(=O)N2 | 94.0
CNC(=O)c1ccc(C)c(-n2c(C)cc(OCc3ccc(F)cc3F)c(Br)c2=O)c1 | 91.0&61.1
O=C(NC1CCNCC1)c1[nH]ncc1NC(=O)c1c(Cl)cccc1Cl | -31.8*
COc1ccc2c(c1)c(-c1nc(N)nnc1-c1cn(C)c3ccc(F)cc13)cn2C | 66.9
COc1ccc2c(c1)c(C(=O)c1nc(-c3cn(C)c4ccc(F)cc34)no1)cn2C | 89.7
O=C1c2ccccc2C(=O)c2c(O)c(O)cc(O)c21 | 91.3
COc1cc(Nc2ncc(F)c(Nc3ccc4c(n3)N(COP(=O)(O)O)C(=O)C(C)(C)O4)n2)cc(OC)c1OC | 52.8
COc1ccc(S(=O)(=O)Nc2nnc(CC(C)C)s2)cc1 | 94.1
COc1ccc(CN(CCN(C)C)c2ccccn2)cc1 (tested in a mixture with another compound) | 97.5
COC(=O)C(C)(C)C1Oc2ccc(OC)cc2C(=O)/C1=C\O (centres undefined) | 99.5
CCC12CCCN3CCc4c(n(c5ccccc45)C(O)(C(=O)OC)C1)C32 (centres undefined) | 78.5
NCCO | 110.2

Pulled by compound from the list above:
Structure | HL-60(TB)
COc1ccc(CN(CCN(C)C)c2ccccn2)cc1 (tested in a mixture with another compound) | 97.5
COc1ccc2c(c1)c(-c1nc(N)nnc1-c1cn(C)c3ccc(F)cc13)cn2C | 66.9
O=C(O)CCCCCCCC(=O)O | 107.3

Three structures out of the list, arranged by formula weight, ascending:
Structure | HL-60(TB)
NCCO | 110.2
O=C1c2ccccc2C(=O)c2c(O)c(O)cc(O)c21 | 91.3
COc1ccc2c(c1)c(-c1nc(N)nnc1-c1cn(C)c3ccc(F)cc13)cn2C | 66.9

The main list resumes, starting four compounds before the break.
Structure | HL-60(TB)
COc1ccc(CN(CCN(C)C)c2ccccn2)cc1 (tested in a mixture with another compound) | 97.5
COC(=O)C(C)(C)C1Oc2ccc(OC)cc2C(=O)/C1=C\O (centres undefined) | 99.5
CCC12CCCN3CCc4c(n(c5ccccc45)C(O)(C(=O)OC)C1)C32 (centres undefined) | 78.5
NCCO | 110.2
CN(C(=O)CCC(=O)N(C)c1ccc(C(=N)N)cc1)c1ccc(C(=N)N)cc1 | 82.5
C[C@@H]1CC(=O)NN=C1c1ccc(NN=C(C#N)C#N)cc1 | 74.6
C[C@H]1[C@H](C)CC[C@]2(C(=O)O)CC[C@]3(C)C(=CC[C@@H]4[C@@]5(C)C[C@@H](O)[C@H](O)[C@@](C)(CO)[C@@H]5CC[C@]43C)[C@@H]12 | 96.2
O=C(Nc1cccc(Cl)c1)Nc1ccc2nc(NS(=O)(=O)c3ccc4ccccc4c3)sc2c1 | 101.5
O=C1CCc2cc(OCCCCc3nnnn3C3CCCCC3)ccc2N1 | 100.0
NC(=O)c1c(OCc2c(F)cc(Br)cc2F)nsc1NC(=O)NCCCCN1CCCC1 | -64.6*
COc1ccccc1OC(=O)Oc1ccccc1OC | 98.4&101.1
CC(C)(C(=O)c1cccnc1)c1cccnc1 | 125.8&99.5
Cc1[nH]c(/C=C2\C(=O)Nc3ccc(F)cc32)c(C)c1C(=O)NC[C@H](O)CN1CCOCC1 | 4.4*
CCCc1cc(C(N)=S)ccn1 | 102.5
CCS(=O)(=O)N1CCN(c2ccc(Nc3ncc(C(N)=O)c(NC4CC4)n3)cc2)CC1 | 71.2
CCN(CC)CCOC(=O)C(c1ccccc1)c1ccccc1 | 116.7&109.6
CNC(=O)c1cccc(-c2ccc3c(N4CCOC[C@@H]4C)nc(N4CCOC[C@@H]4C)nc3n2)c1 | 7.7*!
CN(C)C(=N)N=C(N)N | 145.5&98.3
[2H]c1nc(N2C([2H])([2H])[C@H](C)O[C@H](C)C2([2H])[2H])c([2H])c([2H])c1NC(=O)c1cccc(-c2ccc(OC(F)(F)F)cc2)c1C | 41.0&76.9
COCCN1CCN(Cc2ccc(-c3n[nH]c4c3C(=O)c3c(NC(=O)NN5CCOCC5)cccc3-4)cc2)CC1 | -36.9*
COc1ccccc1N1CCN(C(=O)c2ccc3nc(NS(=O)(=O)c4ccc5ccccc5c4)sc3c2)CC1 | 93.9
Cc1ccc(-n2nc(C(C)(C)C)cc2NC(=O)Nc2ccc(OCCN3CCOCC3)c3ccccc23)cc1 | 112.1
O=C(c1ccc(/C=C/c2n[nH]c3ccccc23)cc1)N1CCNCC1 | 31.7
COc1ccc(/C=C/C(C)=N/OCC(=O)NC(C)C)cc1 | 88.7
Cc1ccsc1/C=C/C1=NCCCN1C | 126.0
CCC(C)n1ncn(-c2ccc(N3CCN(c4ccc(OC[C@H]5CO[C@](Cn6cncn6)(c6ccc(Cl)cc6Cl)O5)cc4)CC3)cc2)c1=O (some centres undefined) | 91.5
NC(=O)c1ccc([N+](=O)[O-])cc1Cl | 108.5
CN[C@@H]1C[C@H]2O[C@@](C)([C@@H]1OC)n1c3ccccc3c3c4c(c5c6ccccc6n2c5c31)C(=O)N[C@H]4O | -40.8*
C[C@]12CC[C@H]3C(=CCc4cc(O)ccc43)[C@@H]1CCC2=O | 106.6
Cc1ccc(C(=O)C(C)CN2CCCCC2)cc1 (centres undefined) | 101.0
Cc1ccccc1[C@@H]1C[C@H](O)Cc2cc(Br)c3ccccc3c2N1 | 92.6
C[C@H](CCC(=O)O)[C@H]1CCC2C3C(CC[C@@]21C)[C@@]1(C)CC[C@@H](O)C[C@H]1C[C@H]3O (some centres undefined) | 102.1
CC1CCc2c(N3CCC(O)CC3)c(F)cc3c(=O)c(C(=O)O)cn1c23 (centres undefined) | 75.1
Nc1ncnc(Nc2ccccc2)n1 | 107.2
O=C(c1ccccc1)c1ccc2n1CCC2C(=O)O (centres undefined) | 103.2

Screens as filed in PubChem BioAssay.
